# All columns: NCI-60 one-dose screen, growth in % after 48 h at 10 µM unless noted; 100 = growth as untreated, 0 = no growth, -100 = all killed.
# SK-MEL-2: SK-MEL-2 melanoma | 77,000 compounds, 4.7% hits | AID 1794763
# MDA-MB-435: MDA-MB-435 melanoma; 82,000 compounds, 7.8% hits
# LOX IMVI: LOX IMVI melanoma | AID 1794757 | 79,000 compounds, 7.4% hits
# UACC-62: UACC-62 melanoma | 81,000 compounds, 5.4% hits | AID 1794756
# SK-MEL-5: SK-MEL-5 melanoma | 80,000 compounds, 6.4% hits
# UACC-257: UACC-257 melanoma | 78,000 compounds, 4.4% hits
# SK-MEL-28: SK-MEL-28 melanoma | 81,000 compounds, 4.1% hits
# MALME-3M: MALME-3M melanoma; 78,000 compounds, 5.8% hits; AID 1794766
# * = called active by the depositor; x = not tested or not shown; & = joins results of further samples. How the source made its calls: active means growth percent below 10; inactive means the rest. Only part of the results is shown. The share of hits here may be higher or lower than overall.
SMILES,SK-MEL-2,MDA-MB-435,LOX IMVI,UACC-62,SK-MEL-5,UACC-257,SK-MEL-28,MALME-3M
O=C(CC1(O)C(=O)N(Cc2ccccc2)c2ccccc21)c1ccc(C(=O)NCC2CCC3(CC2)OOC2(CCCCC2)OO3)cc1 (centres undefined),6.2*,-87*,-84*,1.0*,x,-21*,63,-73*
c1ccc2c(CCN3CCCCC3)c[nH]c2c1,105&104,99&106,89&95,84&104,100&101,101,103&111,84&92
CN1CCC2(CC1)c1ccccc1-c1ccccc12,109,102,86,88,96,95,106,117
CCNP(=O)(OCC)OCC,103,109,116,101,112,103,107,112
Oc1c(Cl)cc(Cl)cc1Cl,100,113,98,100,101,100,103,100
CC(C)[C@@H]1CC[C@@H](C)CC12OOCN(c1cccc(Cl)c1)COO2,106,103,103,103,102,100,107,111
CC(=O)c1ccc(N2CCN(C)CC2)cc1,104,116,103,92,106,108,114,128
CN1CCN(C(=O)COc2ccc(C=C3C(=O)NC(=O)NC3=O)cc2)CC1,118,106,97,104,103,107,110,105
CNC(C)C(O)c1ccccc1 (centres undefined),113&118,104&99,100&94,113,99&99,125,98&102,106
COC(=O)CCN1CC1(C)C (centres undefined),113,98,98,102,103,86,107,101
Fc1ccc2c(c1)c(-c1nc(-c3c[nH]c4ncccc34)cs1)cn2CCCCN1CCCCC1,-77*,-87*,-79*,x,-83*,-87*,-87*,-73*
CC(=O)[C@H]1CC[C@@]2(O)[C@@H]3CCC4=CC(=O)CC[C@]4(C)[C@H]3CC[C@]12C,100,105,x,107,106,119,110,x
C[C@@H]1C[C@@]2(C)C(=CC1=O)CC[C@H]1[C@@H]3CC[C@](C)(O)[C@@]3(C)C[C@@H]3O[C@@]312,103,100,106,89,104,105,111,86
CCOC12CC3C4=CCOC5CC(=O)N6c7ccccc7C1(CCN2C4)C6C53 (centres undefined),118,93,103,106,102,97,105,95
CO[C@@H]([CH2][Hg][O]C(=O)c1ccccc1)[C@@H]([CH2][Hg][O]C(=O)c1ccccc1)OC,105,104,36,95,86,91,112,36
c1ncc2n[pH]nc2n1 (centres undefined),101,104,95,92,103,85,102,101
NC(=O)c1c(Br)c(Br)c(Br)c(Br)c1C(=O)O (tested in a mixture with another compound),113&101,102&92,101&32,104&84,101&95,105&99,108&110,91&102
COc1ccc(CNC(=O)CN2CCCC2=O)cc1,114,104,99,106,95,109,99,102
Nc1ccc(-c2ccc(N)cc2)cc1,116,112,97,x,110,130,109,98
CCNC1(c2ccc3c(c2)OCO3)CCCCC1,103,94,97,x,x,96,x,91
CS(=O)(=O)C(Cl)(Cl)Cl,116,90,99,109,98,98,96,x
O=C(Nc1cccc(S(=O)(=O)F)c1)c1ccc([N+](=O)[O-])cc1,87,99,87,88,100,103,106,102
Nc1ccc2c(c1N)Oc1ccccc1O2,98,101,97,85,85,91,122,109
CCCCCCCCCCNCCC (tested in a mixture with another compound),129,101,100,99,99,100,116,x
CC(=O)O[C@H](C[C@H](C(C)C)N(C)C(=O)[C@@H](NC(=O)[C@H]1CCCCN1C)C(C)(C)C)c1nc(C(=O)N[C@@H](Cc2ccccc2)C[C@H](C)C(=O)O)cs1,22,-47*,14,26,-51*,47,53,67
c1ccc2c(c1)-c1cccc3cccc-2c13,x,94,103,114,104,106,114,107
NC1CCOC1=O (centres undefined),113,105,55,106,111,94,108,110
CCCCCCCC[N+](C)(CCCCCCCC)CCCCCCCC,-94*,-91*,-75*,-94*,-100*,-95*,-100*,-92*
CC(=O)O[C@H]1CC[C@@]2(C=O)C(=CC[C@@H]3[C@@H]2CC[C@]2(C)C(=O)CC[C@@H]32)C1,115,107,96,102,107,89,102,111
C/C(=C\c1ccccc1)[N+](=O)[O-],127,106,96,101,105,95,113,108
CC(C)OC1CCCC(O)C1CC(=O)O (centres undefined),132,102,97,96,102,98,120,94
CCCCCCCCCCCCCCCCCCOc1ccccc1COP(=O)(O)OOCC[N+](C)(C)C,36,7.6*,-88*,-12*,-73*,11,21,-12*
CC(=O)Nc1ccc(C=C2C(=O)NC(=S)NC2=O)cc1,113,106,x,115,108,107,115,107
Cc1cc(O)ccc1Cl,107&110,120&111,99&101,102&108,103&99,93&121,119&117,103&117
COc1cc(C2CC(=O)Nc3nc(N)[se]c32)c(OC)c2c1OCO2 (centres undefined),101,99,104,99,x,116,104,102
CCOP(=O)(OCC)ON1C(=O)c2cccc3cccc(c23)C1=O,114,81,78,96,92,92,93,110
CC12Cc3cnoc3C=C1CCC1C2CCC2(C)C1CCC2(C)O (centres undefined),84,91,76,65,51,84,98,76
Cn1c(=O)c2c(nc(NCCCl)n2CC(=O)Nc2ccccc2)n(C)c1=O,83,106,103,87,100,90,111,99
Nc1nc(N)c2c3c([se]c2n1)CCCCC3,101,99,93,97,100,x,x,100
O=NN(CC(=O)O)Cc1ccccc1,97,99,97,95,99,91,102,103
O=c1cccc2n1C[C@H]1C[C@@H]2CN2CCCC[C@@H]12,124,103,99,100,97,100,115,98
CC1=C[C@@]2(C)[C@@H](CC[C@@H]3[C@@H]2CC[C@]2(C)[C@@H](O)CC[C@@H]32)CC1=O,76&109,68&50,80&97,67&86,99&101,81&91,102&108,95&124
c1cc2c(cc1C1(N3CCCC3)CCCCC1)OCO2,97,96,96,x,x,107,x,99
O=[N+]([O-])c1[nH]cnc1Br,109&104&118,100&100&105,91&108&102,95&98&97,101&104&99,102&104&104,105&112&110,91&93&105
Cc1cccc(C)c1NC(=O)CN1CCCC1=O,x,103,98,106,103,105,121,120
Nc1ncnc2c1c(C(=O)NO)cn2C1OC(CO)C(O)C1O (centres undefined),-19*,-72*,-5.2*,-86*,-93*,-48*,-52*,-41*
COP(=O)(OC)C(O)C(Cl)(Cl)Cl (centres undefined),88,112&97,101&71,110&73,104&88,116&93,118&89,97&123
C[C@]12CCCC[C@@H]1CC[C@@H]1[C@@H]2CC[C@]2(C)[C@@H](O)CC[C@@H]12,110,101,97,89,100,115,114,99
CC/C(=C/c1ccc(OC)c(OC)c1)[N+](=O)[O-],105,109,98,99,104,109,105,91
ClC(Cl)(Cl)c1ccccc1,x,114,98,102,101,77,105,111
CC1C2Cc3ccc(O)cc3C1(C)CCN2CC1CC1 (centres undefined),91,119,102,106,108,107,119,82
CN(C)Cc1c[nH]c2ccc(OCc3ccccc3)cc12,103,93,83,89,75,88,91,88
CC[CH2][Sn]([Cl])([Cl])[CH2]CC,52,80,28,60,86,67,69,21
[Cl][Hg][c]1cc(Br)cc(Br)c1,41,58,9.9*,47,22,58,60,70
Cc1cc2c(cc1O)C(C)(C)CCC2(C)C,107,105,96,102,101,x,102,107
Oc1c(Br)c(Br)c(Br)c(Br)c1Br,x,116,93,101,107,97,98,114
C1CCC(N2OC23CCCCC3)CC1 (centres undefined),112,106,99,97,105,99,115,106
Oc1ccccc1-c1ccccc1,98&98,111&107,108&92,96&98,98&102,97&98,102&112,106&99
Nc1nc2c(ncn2[C@@H]2O[C@H](CSP(=O)(O)O)[C@@H](O)[C@H]2O)c(=O)[nH]1,109,106,96,102,100,103,105,102
O=C1NCC(Br)C(=O)N1 (centres undefined),103,97,102,98,102,120,116,102
# New compounds follow
SMILES,SK-MEL-2,MDA-MB-435,LOX IMVI,UACC-62,SK-MEL-5,UACC-257,SK-MEL-28,MALME-3M
ClCCN(CCCl)C(c1ccccc1)c1ccc(Cl)cc1 (centres undefined),x,88,81,64,55,91,102,x
Clc1ccc(CSc2ncc(Br)c(N3CC3)n2)cc1,108,96,90,82,103,x,95,115
O=C(c1ccccc1O)c1[nH]c(Cl)c(Cl)c1-n1c(C(=O)c2ccccc2O)cc(Cl)c1Cl,-37*,3.5*,11,-22*,-78*,-25*,14,-26*
S=C1NP(=S)(S)Nc2ccccc21 (centres undefined),98,106,92,91,x,108,113,103
c1cc2c(c(NC3=NCCCS3)c1)CCCC2,94,94,92,95,89,99,104,95
Cc1ccc(-c2nc3c(s2)CC[C@@]2(C)C3=CC[C@H]3[C@@H]4CC[C@H](O)[C@@]4(C)CC[C@@H]32)cc1,123,101,94,98,107,105,100,106
O=C(O)c1c(Cl)n(Cc2ccc(Cl)cc2)c2ccc(O)cc12,102,97,97,85,96,104,x,93
CC(C)CCC[C@@H](C)C1CCC2C3CCC4=C/C(=N/OC(=O)CCCc5ccc(N(CCCl)CCCl)cc5)CC[C@]4(C)C3CC[C@@]21C (some centres undefined),100,104,93,97,101,107,102,96
CC12CCC(O)CC1=CCC1C2CCC2(C)C(O)CCC12 (centres undefined),110,104,99,102,98,110,106,102
O=[N+]([O-])c1cc(Br)c(O)c(Br)c1,108,111,101,105,98,95,120,x
O=C(CCN1CC=C(c2ccccc2)CC1)NCc1ccccc1,107,107,106,107,108,96,95,127
CC1(C)COC(=O)C1Cl (centres undefined),118,101,97,98,113,x,110,106
COC(=O)[C@@H](C)C[C@H](Cc1ccccc1)NC(=O)c1nc([C@@H](C[C@H](C(C)C)N(C)C(=O)[C@@H](NC(=O)[C@H]2CCCCN2C)C(C)C)OC(C)=O)sc1C,27,-32*,12,30,-39*,60,66,54
ClC1=C(Cl)[C@]2(Cl)[C@@H]3[C@@H]([C@H]4C=C[C@@H]3C4)[C@@]1(Cl)C2(Cl)Cl,x,114,94,111,103,110,107,103
Nc1ncnc2n[nH]nc12,12,75,44,47,72,58,88,55
O/N=C/c1ccc2c(c1)OCO2,103,103,95,104,105,x,107,99
CCN1C(=O)C(=C/C=C/c2ccccc2)C(=O)N(CC)C1=O,100,30,17,79,90,94,104,83
O=[N+]([O-])c1cc(I)cc([N+](=O)[O-])c1,97,101,92,103,95,98,116,101
OCC(O)Cc1ccc2c(c1)OCO2 (centres undefined),100,103,97,97,104,90,106,99
CCOC(=O)CC(SP1(=S)OCC2(CC=CCC2)CO1)C(=O)OCC (centres undefined),107,x,95,89,106,101,112,110
C1CCC(N2CCOCC2)CC1,113&98&102,113&98&104,96&91&95,105&96&100,98&94&103,103&96&103,113&98&111,103&95
O=C(CN1CCCC1=O)NCc1cc(Cl)cc(Cl)c1O,108,92,92,86,96,99,92,94
COc1cccc(N=C(N)N[N+](=O)[O-])c1,106,96,99,104,99,98,107,100
Cc1nn(Cc2ccccc2)c(C)c1C1(O)CC(CSC#N)OC1=O (centres undefined),110,119,107,117,107,102,113,109

# Screening data as filed in PubChem BioAssay.
